M1AAP inhibition – P. falciparum M1AAP inhibitors, biochemical, fluorogenic H-Leu-NHMec substrate, 1536-well (AID 1445). Aminopeptidase N (Plasmodium falciparum (isolate 3D7)). recombinant M1AAP, H-Leu-NHMec fluorogenic kinetic assay; higher % means a stronger effect. one-dose inhibition, % at 30 µM; IC50 in µM for titrated hits. 220,000 tested, 0.42% active;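 active = primary inhibition above the hit cutoff, then over 50% inhibition at one or more dose response concentrations, cut at about 23% in these data, passing the limit was not always enough; inconclusive = conflicting primary data, or primary hits not chosen for dose response; inactive = low primary inhibition, or under 50% at every dose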;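 also: plate controls were DMSO full reaction for no effect and no enzyme background for full effect; strong numbers were not always called active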
human PMI inhibitors – human PMI inhibitors, high substrate, primary screen, biochemical, fluorescence intensity, high mannose 6-phosphate (AID 1220); Mannose-6-phosphate isomerase (Homo sapiens); recombinant PMI enzyme, coupled fluorescence intensity; higher % means a stronger effect; inhibition, % at 20 µM, or IC50 in µM where a hit was titrated; 190,000 tested, 0.66% active
Lipid droplet – inhibitors of hepatocyte lipid droplet formation, primary screen, imaging, high-throughput imaging, BODIPY stain; AML12 mouse hepatocytes, oleate lipid droplets; inhibition, % at 6.5 µM; 240,000 tested, 0.4% active;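 active = lipid droplet intensity inhibited by at least 50%, with more than 500 cells counted; inconclusive = wells with under 300 cells, treated as cytotoxic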
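Technique: fluorescence imaging, 20x objective, two fields per well / Assay system: AML12 hepatocytes (mouse) / Measure: % inhibition of lipid droplet signal / Doses: 6.5 µM single-point dosing / Incubation: overnight exposure / Reagent: 100 µM oleic acid challenge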
CSM14.1 death rescue – rescue of cells from ER stress-induced death, primary screen, 384-well, CSM14.1, thapsigargin, ATP luminescence (AID 1222). CSM14.1 thapsigargin-induced death rescue, ATP luminescence; higher % means a stronger effect. cellular ATP content (survival), % at 20 µM, or EC50 in µM where a hit was titrated. 190,000 tested, under 10 active;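 active = EC50 below 50 µM in the dose-response confirmation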;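 also: death triggered by thapsigargin at about 15 µM added after 2 h compound pretreatment; cell ATP read after overnight thapsigargin exposure of roughly 18 to 22 hours; normalized against plate controls of thapsigargin alone and 5% DMSO vehicle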
PMI inhibitors – inhibitors of human PMI, primary screen, biochemical, fluorescence intensity, coupled assay (AID 1209) | purified PMI enzyme, coupled fluorescence intensity; higher % means a stronger effect | one-dose inhibition, % at 20 µM; IC50 in µM for titrated hits | Mannose-6-phosphate isomerase (Homo sapiens) | 190,000 tested, 0.42% active;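 also: plate controls were DMSO vehicle for no effect and wells lacking substrate for full effect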
Myeloid diff 2 – induction of myeloid progenitor differentiation, primary screen, cell-based, flow cytometry, MLPCN library | ER-HoxA9 myeloid progenitors, lysozyme-GFP differentiation | calls only at 10 µM | 360,000 tested, 1% active | AID 624256, 2012;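 active = normalized GFP-positive differentiation at or above the plate's own cutoff, the solvent-only control mean plus 3 SD; inconclusive = no clear call, values can overlap the other calls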;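 also: cells exposed to compound for four days before flow analysis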
TNAP activators – human TNAP enzyme activators, primary screen, biochemical, luminescent, no phosphate acceptor, uHTS (AID 1001). Alkaline phosphatase, tissue-nonspecific isozyme (Homo sapiens). purified TNAP, luminescent activation assay, no phosphate acceptor; higher activation fold means a stronger effect. activation fold at 20 µM, or EC50 in µM where a hit was titrated. 200,000 tested, 0.03% active; in the data active = activation fold from about 3, or a potency from the dose series; inactive = the rest, 99 in 100 with activation fold below about 1.6; also: many of its hits are not listed in these tables
K1F lysis inhibition – inhibition of K1F phage lysis, E. coli UTI89, bacterial capsule biogenesis inhibitors, alamar blue (AID 488966); E. coli UTI89 K1F phage lysis, alamar blue, 2 h; higher % means a stronger effect; inhibition, % at 100 µM; hits with a dose series show IC50 in µM; 340,000 tested, 0.02% active;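 active = phage lysis inhibition, versus mean bacterial control, above a set limit; inconclusive = no clear call, values can overlap the other calls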;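 also: capsule biogenesis inhibitors block K1F phage lysis so surviving cells raise fluorescence; higher fluorescence means more inhibition of phage lysis; actives were called in the ten point dose series up to 300 µM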
WT yeast gro inh – growth inhibition of WT strain, primary screen, mitochondrial fusion inhibitor project, WT and mutant strains, chemical genetic; mitochondrial fusion phenotypic screen; inhibition, % at 10 µM; 190,000 tested, 2.1% active; in the data active = inhibition above about 58%; tested in S. cerevisiae
WT yeast gro inh mutant strain – further read-out of WT yeast gro inh, marked with its call; inhibition, %; mitochondrial fusion phenotypic screen, mutant strain inhibition
Lipid droplet cells 6.5 µM – further read-out of Lipid droplet, marked with its call; cell count; measured here: cell count, cytotoxicity flag;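 cells counted across two imaged fields per well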
Myeloid diff 2 GFP+ MAC1+ % – recorded beside Myeloid diff 2, whose call it bears; GFP+ MAC1+ double positive, %; measured here: differentiation confirmed by MAC1 staining
An asterisk follows results filed as active; i = inactive; ? = inconclusive; · = no result given; [ ] = dose if it differs, or a comment. Rule as the data show it, unless noted: active = inhibition above about 50%; inactive = the rest.

SMILES	M1AAP inhibition	human PMI inhibitors	Lipid droplet	Lipid droplet cells 6.5 µM	CSM14.1 death rescue	PMI inhibitors	Myeloid diff 2	Myeloid diff 2 GFP+ MAC1+ %	TNAP activators	K1F lysis inhibition	WT yeast gro inh	WT yeast gro inh mutant strain
COc1ccc(CCNC(=O)C23CN(Cc4ccccc4)CC2C(c2ccc([N+](=O)[O-])cc2)=NO3)cc1 (stereo unspecified)	2%	-15%	-12	553	-2.1%	-9%	i	0.3	0.9	1.4%	19	17
O=c1[nH]c2ccccc2nc1C(F)(F)F	5%	·	-13	751	·	·	i	0.2	·	0.3%	·	·
Cc1c(NS(=O)(=O)c2ccc(Br)s2)c(=O)n(-c2ccccc2)n1C	12%	-3%	-26	681	1.1%	8%	i	0.2	1.1	0.5%	-17	-2
CC(C)C1/C(=N/O)CC(c2ccccc2)NC1c1ccccc1 (stereo unspecified)	8%	·	-7	728	·	·	i	0.5	·	-0.6%	·	·
C=CCn1c(SCC(=O)c2c(C)[nH]c3ccccc23)nnc1-c1ccncc1	-2%	-13%	7	700	-1.3%	-10%	i	0.2	1	·	5	1
COC(=O)C(C#N)C(=C1C(=O)CC(C)(C)CC1=O)c1ccc(O)cc1 (stereo unspecified)	0%	8%	-9	694	·	16%	i	1.3	1.1	-0.2%	8	1
O=C(/C=C/c1c(F)cccc1Cl)c1ccc(O)cc1	5%	·	2	760	·	·	i	1.3	·	-0.3%[50 µM]	·	·
COc1ccc(C2CC(C(F)(F)F)n3nc(C(=O)O)c(Br)c3N2)cc1 (stereo unspecified)	-2%	-8%	-6	728	-2.8%	-3%	i	0.6	1.1	0.6%	-1	4
O=C(CC(SCCO)c1ccc2c(c1)OCO2)c1cccs1 (stereo unspecified)	7%	1%	·	·	-1.8%	-1%	i	6.4	0.8	5.4%	8	34
O=C(O)c1ccc(/C=C/c2nc3sc4c(c3c(=O)[nH]2)CCC4)cc1	20%	-1%	11	683	1.9%	-4%	i	0.3	1.1	0.4%	-6	5
CC(=O)NC(CCCN1C(=O)c2ccccc2C1=O)c1nnn(C)n1 (stereo unspecified)	3%	-4%	11	663	0.1%	-9%	i	0.3	1.1	4.4%	-21	7
COc1cccc(OC)c1OCCOCCn1cnc2ccccc2c1=O	0%	1%	-7	791	1.5%	8%	i	6.0	1	5.8%	52	5
CCOC(=O)c1c(C)[nH]sc1=S	4%	-12%	·	·	-0.5%	-9%	i	1.3	1.1	-2.7%	24	26
CCCCn1nc2cc(C(=O)NCC3CC3)ccc2c1OCC	9%	-5%	·	·	-0.8%	-8%	i	1.4	1.1	0.9%	-9	-4
CC1CCCCN1C(=O)Nc1ccccc1Cl (stereo unspecified)	·	-5%	1	566	-0.4%	-8%	i	0.5	1	0.1%	-12	-9
COc1ccc(CSc2nnc(NC(C)=O)s2)cc1[N+](=O)[O-]	10%	-8%	-2	629	0.9%	-7%	i	0.6	1.1	0.1%	5	-8
O=C(NCC1CCCO1)C1CCN(S(=O)(=O)c2cccc3nonc23)CC1 (stereo unspecified)	10%	-3%	·	·	0.7%	3%	i	0.3	1.1	0.2%	12	-16
Cc1ccc(CC2S/C(=C(/C#N)C(=O)NCc3ccco3)N(c3ccccc3)C2=O)cc1 (stereo unspecified)	5%	15%	·	·	-1.4%	7%	i	1.6	1.1	-0.6%	7	9
Cc1ccc(NS(=O)(=O)c2ccccc2)c2c1CC(C)(C)O2	-9%	1%	-4	789	1.9%	11%	i	1.2	1.1	4.9%	-2	-14
CN(C)CCCn1c(NC(=O)C2CCCCC2)nc2ccccc21	-6%	4%	-3	672	·	3%	i	1.6	1.1	0.9%[50 µM]	-1	-14
Clc1ccc(OCc2nn3c(-c4ccco4)nnc3s2)cc1	-3%	-1%	·	·	-1.2%	1%	i	0.8	1.1	0.4%	2	7
CCC(=O)O[C@]1(C(=O)CCl)[C@@H](C)C[C@H]2[C@@H]3CCC4=CC(=O)C=C[C@]4(C)[C@@]3(F)[C@@H](O)C[C@@]21C	9%	4%	-92	610	-2.4%	6%	?	·	1.1	3.4%	0	-18
CCOc1ccc(N(CC(=O)N2CCC(Cc3ccccc3)CC2)S(C)(=O)=O)cc1	5%	·	0	742	3.0%	·	i	0.4	1.1	-4.5%	15	-8
COc1ccc(NC(=S)Nc2ccc3nc(C)c(C)nc3c2)cc1	4%	54%*	·	·	14%	45%	i	0.7	1	-0.1%	16	20
CCn1cc(C(=O)O)c(=O)c2cc(F)c(N3CCN(C(=S)Nc4ccc(OC)cc4)CC3)cc21	3%	·	-8	740	·	·	i	0.9	·	1.2%	·	·
CCOc1ccc2nc3c(cc2c1)CN(CCCO)C(=NCCOC)S3	11%	30%	·	·	2.7%	7%	i	0.6	1.1	-2.0%	7	-7
Cc1cc2nccc(-c3cccnc3)n2n1	8%	-5%	13	687	0.0%	-4%	i	0.3	1	3.1%	-3	7
CCOc1cc(C2NC(=O)NC(c3ccccc3)=C2C(C)=O)ccc1OC(C)=O (stereo unspecified)	7%	12%	0	704	-0.8%	7%	i	0.5	1.1	0.2%	11	-13
Cc1ccc2nc(NC(=O)Cn3nc(C)c([N+](=O)[O-])c3C)sc2c1	4%	15%	4	683	-1.8%	12%	i	3.1	1	-5.7%	4	-1
COC(C/C=C\[C@@H](O)COCc1ccccc1)OC	8%	·	23	670	·	·	i	2.2	·	0.9%	·	·
CCS(=O)(=O)N1CCCC(C(=O)NCc2cccc(OC)c2)C1 (stereo unspecified)	0%	11%	7	634	·	13%	i	0.8	1.1	0.6%	2	-38
Cc1ccc(NC(=O)Nc2ccccc2)cc1[N+](=O)[O-]	9%	20%	6	554	-2.6%	23%	i	0.2	1	0.2%	-6	-17
Cc1ccc(CNc2oc(-c3ccco3)nc2C#N)cc1	4%	-2%	1	731	-1.6%	-6%	?	·	1	2.1%[50 µM]	19	11
COc1ccc(C2c3c(ncn(CCN4CCOCC4)c3=N)Oc3ccc4ccccc4c32)cc1OC (stereo unspecified)	0%	-1%	·	·	-0.2%	3%	i	9.5	1	-0.6%	4	18
O=C(CNC(=O)c1ccco1)NCC(=O)OCc1cccc(C(=O)Oc2ccccc2)c1	0%	13%	-1	679	-3.7%	12%	i	6.8	1.1	-0.1%	-15	-5
CCc1ccc(NC(=O)Cn2nnc(C(=O)NCc3cccs3)c2N)cc1	-3%	7%	6	691	13%	12%	i	0.4	1	0.5%	4	-7
COc1cc(C(=O)NCCC(=O)NC(C)C)cc(OC)c1OC	-2%	8%	0	692	·	8%	·	·	1.1	0.0%	0	-17
Cc1cccc(N2CCN(S(=O)(=O)c3ccc4c(c3)CCN4C(=O)CCC(=O)O)CC2C)c1 (stereo unspecified)	5%	-3%	·	·	-0.6%	-7%	i	3.3	1	-0.7%	0	-1
CCN1C(=O)[C@H]2[C@H]3[C@H](O)[C@H](O)C/C(=N\OC[C@@H](C)[C@H](OCc4ccccc4)C(C)C)[C@@H]3CC[C@H]2C1=O	-4%	21%	-4	731	-1.0%	1%	·	·	1	·	29	-5
COC(=O)C1=C(O)CSC1=Nc1ccccc1	4%	1%	10	787	-0.8%	9%	i	1.3	1.1	0.1%	-10	16
CCOC(=O)C1CCCN(C(=O)/C=C/c2cc(OC)c(OC)c(OC)c2)C1 (stereo unspecified)	-1%	-8%	7	680	-0.9%	-12%	i	0.3	1	0.2%	·	·
O=C(c1ccc(-c2ccc([N+](=O)[O-])cc2)o1)N1CCCCC1	2%	18%	1	715	-3.6%	17%	?	·	1	0.1%	40	31
COc1cc(/C=N/Nc2ccc(C(F)(F)F)cn2)ccc1O	10%	6%	14	658	2.9%	7%	i	0.2	1.1	0.2%	2	-12
Cc1cccc2cc3c(N)c(C(=O)N4CCOCC4)sc3nc12	7%	-114%	·	·	-5.9%	-34%	?	·	1.1	2.5%	30	1
COc1ccccc1C(=O)Nc1ccc(S(=O)(=O)Nc2cc(C)nc(C)n2)cc1	-2%	0%	10	760	4.5%	-10%	i	1.8	1	2.6%	-4	-4
Cc1cccc(N(C(=O)c2ccc(Cl)cc2)C2CS(=O)(=O)CC2OC(=O)c2ccc(Cl)cc2)c1 (stereo unspecified)	20%	4%	·	·	-0.9%	4%	i	1.4	1.1	0.5%	19	1
O=C1CC(N2CCOCC2)C(=O)N1c1ccc(Cl)cc1 (stereo unspecified)	2%	·	0	712	·	·	i	0.4	·	-0.2%	·	·
Cc1ccc(C=Nc2ccccc2C(N)=O)s1	10%	-6%	?	·	-1.0%	3%	?	·	1.2	5.6%	-5	-4
COc1cccc(CN2CCN(Cc3ccc4c(NC(C)=O)cccc4n3)CC2CCO)c1 (stereo unspecified)	3%	8%	-2	749	-1.6%	12%	i	0.4	1.1	0.1%	-1	-7
CC12CCC(C(=O)Nc3cc(Cl)ccc3Cl)(C(Br)C1=O)C2(C)C (stereo unspecified)	8%	6%	-20	741	-1.6%	4%	i	0.5	1	3.9%	8	-12
Additional records follow:
SMILES	M1AAP inhibition	human PMI inhibitors	Lipid droplet	Lipid droplet cells 6.5 µM	CSM14.1 death rescue	PMI inhibitors	Myeloid diff 2	Myeloid diff 2 GFP+ MAC1+ %	TNAP activators	K1F lysis inhibition	WT yeast gro inh	WT yeast gro inh mutant strain
COc1cccc(NC(=O)c2cnsn2)c1	0%	-10%	2	796	-1.1%	3%	i	0.3	1.2	1.3%	-10	13
Cc1ccccc1CN1C(=O)C2(OCCCO2)c2ccccc21	8%	4%	·	·	1.3%	2%	i	2.4	1.1	3.6%	-6	-11
O=C(Nc1ccccn1)C1(c2ccccc2)CCCC1	8%	9%	-1	698	-1.2%	12%	i	6.7	1.1	-0.3%	-3	14
COC(=O)/C(=C/Nc1cccc2ccccc12)[N+](=O)[O-]	2%	5%	-23	769	0.9%	17%	·	·	1	0.2%	-9	3

Screens: PubChem BioAssay, several laboratories
